RGS4-Gao reg = human RGS4-Galphao interaction regulation; P09471; Multiplexed bead flow cytometry, RGS4-Galphao binding; actives lie on both sides; binding response (% of control), % at 10 µM; hit rate 0.33% among 220,000; AID 1415; in the data active = binding response below about 49% or above about 150%; inactive = in between;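 note: fluorescent Galphao activated with aluminum fluoride binding bead-coupled RGS4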
Mcl1-Noxa inh = disrupts binding of human Mcl-1 to Noxa peptide. TR-FRET Mcl-1/Noxa peptide binding, 2 h. inhibition, % at 21.7 µM. hit rate 1.5% among 220,000. AID 1022;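 active = compounds that cut the protein-peptide binding signal by more than 50% relative to plate controls in a single-dose test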;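 note: His-tagged Mcl-1 with rhodamine Noxa BH3 peptide and terbium anti-His antibody; 0% = Mcl-1 plus Noxa peptide wells and 100% = peptide-only wells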
Target sequence (Q07820 whole entry, looked up): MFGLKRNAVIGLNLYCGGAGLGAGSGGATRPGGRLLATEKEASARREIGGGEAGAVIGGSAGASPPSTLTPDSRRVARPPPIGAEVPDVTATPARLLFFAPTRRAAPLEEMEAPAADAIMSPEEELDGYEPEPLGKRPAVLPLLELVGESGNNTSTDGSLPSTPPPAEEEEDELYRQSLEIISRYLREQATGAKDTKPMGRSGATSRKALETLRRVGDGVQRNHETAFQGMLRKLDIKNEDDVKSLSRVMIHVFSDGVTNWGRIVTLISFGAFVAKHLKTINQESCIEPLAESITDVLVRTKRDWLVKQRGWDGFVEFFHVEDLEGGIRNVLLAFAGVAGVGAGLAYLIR
Pf gamet viab = P. falciparum stage V gametocyte viability inhibition; P. falciparum stage V gametocytes, ATP luminescence, 24 h; inhibition, % at 10.9 µM; hit rate 0.065% among 150,000; AID 743093;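 active = inhibition above the mean plus 3 SD of compounds within the control limits, set per campaign, cut at about 38% in these data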;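 note: 0% = DMSO wells and 100% = medium only without gametocytes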
ABCB1 block = blocks JC-1 efflux by human ABCB1 transporter; P08183; CCRF-Adr cells, flow cytometry; inhibition, % at 6.6 µM; hit rate 0.067% among 190,000; AID 1326; in the data active = inhibition above about 40%;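 note: 0% = vehicle and 100% = reference inhibitor; higher value means more JC-1 retained so stronger ABCB1 efflux block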
RGS8-Gao reg = regulators of human RGS8-Galphao interaction | response (percent of control binding), % at 10 µM | AID 1423 | hit rate 0.34% among 220,000 | P09471 | multiplexed bead flow cytometry, RGS8-Galphao binding; actives lie on both sides; in the data active = response below about 60% or above about 140%; inactive = in between;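 note: Galphao activated as the GDP aluminium fluoride complex binding bead-coupled RGS8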
ABCG2 block = human ABCG2 inhibition, ABCB1 as counter-screen; IgMXP3 cells, JC-1 efflux, flow cytometry; inhibition, % at 6.6 µM; hit rate 0.1% among 190,000; AID 1325;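 active = inhibition above 80%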;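 note: 0% = DMSO and 100% = nicardipine control wells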
Target sequence (Q9UNQ0 whole entry, looked up): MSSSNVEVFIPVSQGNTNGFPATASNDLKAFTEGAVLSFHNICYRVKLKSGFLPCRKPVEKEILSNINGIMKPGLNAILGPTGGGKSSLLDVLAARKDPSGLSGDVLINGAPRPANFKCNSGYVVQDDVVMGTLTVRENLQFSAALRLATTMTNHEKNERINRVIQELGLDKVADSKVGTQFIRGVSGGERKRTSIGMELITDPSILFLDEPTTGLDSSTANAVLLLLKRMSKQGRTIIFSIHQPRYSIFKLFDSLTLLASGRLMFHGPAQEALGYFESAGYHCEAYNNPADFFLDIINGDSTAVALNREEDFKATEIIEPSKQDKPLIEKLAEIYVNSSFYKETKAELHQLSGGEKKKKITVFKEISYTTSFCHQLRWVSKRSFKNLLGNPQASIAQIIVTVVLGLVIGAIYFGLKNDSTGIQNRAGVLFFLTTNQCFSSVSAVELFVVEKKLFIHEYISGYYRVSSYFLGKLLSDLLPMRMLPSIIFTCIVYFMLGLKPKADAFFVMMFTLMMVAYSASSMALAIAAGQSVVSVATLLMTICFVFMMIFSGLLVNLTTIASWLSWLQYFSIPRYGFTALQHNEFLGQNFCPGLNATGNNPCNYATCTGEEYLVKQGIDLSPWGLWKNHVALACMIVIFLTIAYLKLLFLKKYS
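Incubation: cells with compound and JC-1, 10 min at 25 °C, rotating, no wash / Test system: IgMXP3 (ABCG2) plus far-red-tagged CCRF-Adr (ABCB1) cells / Compound dosing: one concentration, 6.6 µM final / Also added: JC-1 fluorescent substrate / Evaluation: efflux inhibition in percent versus controls / Detection: flow cytometry, 530 nm JC-1 signal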
Bim-Mcl-1 = human Bim-Mcl-1 interaction inhibition. Bead-based flow cytometry, Bim peptide-Mcl-1 binding. inhibition, % at 10 µM. hit rate 0.1% among 190,000; in the data active = inhibition above about 40%;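 note: 0% = no compound tracer wells and 100% = peptide blocker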
GSH fluor = compound fluoresces at 488/530 nm on GSH beads | GSH beads flow cytometry, compound fluorescence 488/530 nm; active compounds read high | fluorescence (KMESF) at 10 µM | hit rate 0.25% among 190,000 | AID 1776; in the data active = fluorescence above about 89;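 note: glutathione beads carrying GST-tagged Bcl family fusion proteins plus one bare bead set; values are compound well signal with DMSO vehicle wells as background; inactives centre near 16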
RGS7-Gao reg = regulators of human RGS7-Galphao interaction; hit rate 0.35% among 220,000; Multiplexed bead flow cytometry, RGS7-Galphao binding; actives lie on both sides; P09471; binding response (% of control), % at 10 µM; in the data active = binding response below about 49% or above about 150%; inconclusive = no clear call, values can overlap the other calls; inactive = in between;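 note: fluorescent Galphao held in activated GDP-AlF4 state binding bead-coupled RGS7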
Mcl1 Bid PPI = disrupts binding of human Mcl-1 to Bid peptide | TR-FRET Mcl-1/Bid-Dy647 peptide binding, 1536-well | inhibition, % at 21.7 µM | hit rate 0.97% among 220,000 | AID 1021;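 active = compounds that cut the binding signal by more than half at the single screening dose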;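 note: His-tagged Mcl-1 with europium anti-His antibody binding Bid BH3 peptide; 0% = Mcl-1 plus peptide wells and 100% = peptide-only wells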
Avidin fluor = compound fluoresces at 488/530 nm on avidin beads; compound fluorescence 488/530 nm, flow cytometry; active compounds read high; AID 1775; fluorescence (KMESF) at 10 µM; hit rate 0.38% among 220,000; in the data active = fluorescence above about 47; note: inactives centre near 10
Starred values were filed as active, the others as inactive; ? = inconclusive; nt = no result given.

SMILES,RGS4-Gao reg,Mcl1-Noxa inh,Pf gamet viab,ABCB1 block,RGS8-Gao reg,ABCG2 block,Bim-Mcl-1,GSH fluor,RGS7-Gao reg,Mcl1 Bid PPI,Avidin fluor
COc1ccccc1N1CCN(C(=O)c2sc3nc(-c4ccc(F)cc4)cn3c2C)CC1,97,6,nt,1.3,100,2,-1,25,97,-24,5
CCC1C(=O)N(C)CCc2ccccc21 (stereo not given),103,3,nt,0.5,101,0,0,9,102,-25,4
Cc1ccc(S(=O)(=O)N2CCN=C2SCc2cccnc2)cc1,100,4,-5,0.2,100,2,1,9,100,-2,12
O=C(O)CNC(=O)c1ccccc1NC(=O)c1ccco1,87,15,8,0.3,86,1,0,27,96,2,5
CN(C)CCNc1oc(COc2ccc(-c3ccccc3)cc2)nc1C#N,101,14,nt,0.0,100,6,-2,40,100,-24,13
CC(C)(C)NC(=O)C1CCC(C)(C(=O)O)C1(C)C (stereo not given),92,32,-24,-0.2,100,-1,-1,37,90,3,4
CSc1nc(N)nc(SCC(=O)C23CC4CC(CC(C4)C2)C3)c1C#N,100,5,-5,0.0,100,0,-3,14,97,-8,24
COc1cccc(C(=O)N2CCN(C(=O)Cc3ccccc3)CC2)c1,95,7,nt,0.1,104,0,3,22,107,-4,54*
CCOC(=O)c1sc(NC(=O)Cc2ccc(C)cc2)nc1C,98,21,nt,0.6,100,10,-2,17,?,-19,10
Cn1c(CCC(=O)OCC(=O)Nc2ccc(Oc3ccccc3)cc2)nc(=O)c2ccccc21,102,21,nt,-1.5,101,-6,-5,23,103,-8,15
C=CCn1c(CSc2nc3ccccc3s2)nnc1SCC(=O)OCC,96,16,nt,0.5,97,1,-3,17,99,-13,17
O=C(COC(=O)c1cccc([N+](=O)[O-])c1)NCC1CCCO1 (stereo not given),102,-3,2,-2.2,113,-7,-1,18,103,-14,6
NC(=O)CS(=O)(=O)c1nc2ccccc2n1Cc1ccccn1,99,6,4,0.3,99,0,-3,14,100,-21,6
CC(=O)N(/N=C1\Sc2ccccc2C1=O)c1cccc(C)c1,90,16,nt,1.8,96,7,-5,24,91,12,18
COC(=O)C1CCN(CCCOc2ccc(CN3CCN(c4ccc([N+](=O)[O-])cc4)CC3)cc2)CC1,95,14,6,0.7,97,6,-1,18,99,-13,5
CC1=C(C)CC2(SC1)C(=O)N(c1ccccc1)N=C2N (stereo not given),101,7,16,0.0,101,3,0,9,97,-14,8
CCN(CC)S(=O)(=O)c1ccc(N2CCCC2)c(NC(=O)Cc2ccc(OC)cc2)c1,92,24,18,2.2,99,1,-4,12,97,-21,8
CC(=O)N(/N=C1\Sc2ccccc2C1=O)c1ccc(C)cc1C,99,-2,15,1.0,102,2,0,24,98,-3,25
O=C(COc1cccnc1[N+](=O)[O-])NCc1ccc2c(c1)OCO2,96,11,1,nt,102,nt,nt,nt,?,-22,9
O=C(N/N=C/c1ccc(-c2cccc(C(F)(F)F)c2)o1)c1ccccc1O,100,13,-16,-1.6,101,-9,-5,19,100,-50,9
CCOc1ccc(Cl)cc1/C=N/O,102,-6,13,-2.4,98,-2,-3,40,102,4,4
N#Cc1c(N)nc(SCC(=O)NCCc2ccccc2)c(C#N)c1-c1cccs1,98,-21,26,0.1,97,1,-4,17,99,2,31
CCC1(C)Cc2sc3c(=O)[nH]c(=S)[nH]c3c2CO1 (stereo not given),106,54*,nt,-0.7,105,9,-5,12,107,-24,14
COC(=O)c1sccc1NC(=S)N1CCN(c2ccccc2)CC1,101,2,nt,0.1,104,1,-2,7,102,-49,2
CN1/C(=C\C=C(/C#N)C(=O)Nc2ccccc2F)C(C)(C)c2ccccc21,93,-3,-19,-0.4,82,-3,-7,10,94,-15,9
O=c1cc(C23CC4CC(CC(C4)C2)C3)[nH][nH]1,97,-3,-2,-0.1,98,0,-4,28,98,-15,11
COc1ccc([N+](=O)[O-])cc1NC(=O)C1CCCCC1C(=O)O (stereo not given),95,16,-10,1.2,88,2,-1,11,98,-16,3
Cc1cccc2c1N(C)C(=O)C2=O,97,6,-10,0.0,97,0,0,13,94,-8,9
COC/C=C/C1=CC2=CC(=O)C(C)(OC(=O)c3cnc4ccccc4n3)C(=O)C2=CN1CCCOC(C)C (stereo not given),100,24,2,nt,99,nt,nt,nt,?,-92,9
COC(=O)c1c(N2C(=O)CC(Sc3ncccc3C(=O)O)C2=O)sc(C)c1C (stereo not given),103,-4,2,nt,102,nt,nt,nt,?,-8,6
COCCN(Cc1cc2cc3c(cc2nc1Cl)OCO3)C(=O)Nc1ccccc1OC,94,1,nt,4.0,96,46,-2,32,96,17,17
COc1ccccc1C(=O)N=C1NC(=O)CC2C(=O)NCCN12 (stereo not given),105,6,-7,0.6,102,1,-2,13,115,-26,26
Cc1ccc2c(c1)N(Cc1ccccn1)C(=O)C(C)O2 (stereo not given),105,-3,13,-0.3,103,-2,0,20,100,4,37
Cc1ccc(O)c(C(=O)c2cnn(-c3ccccc3)c2)c1,99,4,9,0.4,94,3,4,28,102,-25,3
COc1ccc(N2C(=S)NC3N2C(=S)NC3(C)c2ccccc2)cc1 (stereo not given),94,10,nt,0.6,96,4,1,14,100,-34,10
COC(=O)C(NC(=O)c1ccco1)(Nc1nc(C2CC2)cs1)C(F)(F)F (stereo not given),100,-1,nt,0.4,100,1,0,80,100,-41,11
Cc1ccc(-c2nn(C)c(=O)c3ccccc23)cc1CO,100,-6,nt,0.0,100,6,-1,25,96,-3,27
Cc1ccc(NC(=O)Cn2nnc(C(=O)NCc3cccs3)c2N)cc1,101,-12,-16,-0.1,103,0,1,18,100,0,7
Cc1csc(NC(=O)c2ccc(C)c(S(=O)(=O)N3CCCCC3)c2)n1,101,14,-34,-3.2,100,-7,0,11,98,-35,10
Cc1nn(C(C)C(=O)Nc2sc3c(c2C#N)CCCC3)c(C)c1[N+](=O)[O-] (stereo not given),100,5,nt,0.6,99,1,-1,64,99,-31,14
CC(=O)c1c(C)[nH]c(C(=O)Nc2ccc(Cl)c(S(=O)(=O)N(C)C)c2)c1C,104,6,-10,0.1,102,3,0,19,103,6,10
CCCCNC(=S)N/N=C/C1=CCC2CC1C2(C)C (stereo not given),111,6,nt,-0.1,108,-1,-3,6,109,10,2
Fc1ccc(/C=N/N2CCOCC2)c(F)c1,102,8,18,1.1,101,4,2,10,?,-12,14
CCCn1c2ccccc2c2nnc(SC(CC)C(=O)Nc3sc4c(c3C#N)CCCC4)nc21 (stereo not given),99,19,nt,10,100,11,-2,14,100,-42,12
O=C1CCCC2=C1C(c1cccs1)Nc1ccccc1N2 (stereo not given),97,7,nt,0.4,97,15,-3,15,95,-28,12
O=C(COC(=O)c1n[nH]c2ccccc12)Nc1cccc(S(=O)(=O)N2CCOCC2)c1,99,14,-25,-0.5,100,3,2,11,97,-20,6
Cc1nc(N2CCOCC2)[nH]c(=O)c1[N+](=O)[O-],101,3,-29,nt,100,nt,nt,nt,?,12,8
N#C/C(=C\c1ccccc1[N+](=O)[O-])C(=O)Nc1ccc(S(N)(=O)=O)cc1,99,-31,1,nt,101,nt,nt,nt,?,-39,8
Cc1ccc(C)c(S(=O)(=O)Nc2ccc(O)cc2)c1,107,9,nt,0.3,104,1,-3,22,104,-31,14
O=C(Nc1cccc([N+](=O)[O-])c1)Nc1ccc2c(c1)OCCO2,104,17,15,-0.2,99,1,-2,21,96,-12,10

Rewritten with values under each structure: 2 of the compounds above.
Every second line gives: RGS4-Gao reg	Mcl1-Noxa inh	Pf gamet viab	ABCB1 block	RGS8-Gao reg	ABCG2 block	Bim-Mcl-1	GSH fluor	RGS7-Gao reg	Mcl1 Bid PPI	Avidin fluor
CC(C)(C)NC(=O)C1CCC(C)(C(=O)O)C1(C)C (stereo not given)
    92	32	-24	-0.2	100	-1	-1	37	90	3	4
CSc1nc(N)nc(SCC(=O)C23CC4CC(CC(C4)C2)C3)c1C#N
    100	5	-5	0.0	100	0	-3	14	97	-8	24

(next part)
SMILES,RGS4-Gao reg,Mcl1-Noxa inh,Pf gamet viab,ABCB1 block,RGS8-Gao reg,ABCG2 block,Bim-Mcl-1,GSH fluor,RGS7-Gao reg,Mcl1 Bid PPI,Avidin fluor
O=C(O)C(CCCCN1C(=O)c2ccccc2C1=O)N1C(=O)c2ccccc2C1=O (stereo not given),103,-3,nt,-0.1,103,0,1,6,99,-1,7
O=C(COc1ccc(Cl)cc1Cl)Nc1ccc(CN2CCCCC2)cc1,102,5,6,0.8,103,1,-3,13,?,-26,12
Cc1ccc2ncccc2c1[N+](=O)[O-],109,2,-19,0.3,116,4,-9,14,108,-6,16
O=C(CCn1ccc2ccccc21)Nc1ccc(N2CCOCC2)cc1,98,0,-8,-0.6,98,40,-2,15,94,-39,8
Cn1cnnc1SCc1cccc(Br)c1,99,10,nt,0.6,101,4,-1,11,98,-20,8
C=CCn1c(COc2ccccc2F)nnc1SCC(=O)Nc1cc(C)on1,99,-9,-17,1.8,99,4,1,15,96,-7,9
Cc1nn(Cc2ccccc2Cl)c(C)c1NC(=O)c1noc2c1CCCCC2,98,9,nt,1.4,99,13,0,33,99,-8,11
COc1cccc2c1c(NC(=O)c1cc(C)on1)nn2C,100,-1,10,nt,100,nt,nt,nt,?,-6,3
CC1(C(=O)NC2CCCCCCC2)CCC(=O)N1Cc1cccnc1 (stereo not given),102,2,nt,1.3,101,13,-5,21,102,-5,27
COc1ccc(CN(CC(=O)NCC2CCCO2)C(=O)CNS(=O)(=O)c2ccc(C)cc2)cc1 (stereo not given),99,12,-15,1.3,99,7,-4,24,104,-5,32
COc1ccc(C/C(C)=N/NC(=O)c2cc(C)oc2C)cc1,101,28,-24,0.8,103,3,17,6,100,-59,5
CC(C)[C@H]1CC[C@@H](C)C(C(=O)c2ccccc2)C1=O (stereo not given in full),101,8,-12,0.9,101,4,-3,16,99,2,17
Cn1cccc1Cc1nnc(SCC(=O)NCc2ccco2)n1-c1ccc(F)cc1,92,-5,-12,1.0,95,4,-4,24,95,-21,13
O=C(CSc1ncnc2c1oc1ccccc12)N1CCCc2ccccc21,99,-11,-18,3.5,101,16,1,24,101,-28,15
CCOc1ccc(-c2noc(CCC(=O)O)n2)cc1,94,-14,nt,0.2,98,0,-2,19,91,-13,4
O=C1CC(c2ccccc2)n2nc(N3C(=O)CCC3=O)nc2N1 (stereo not given),100,-24,7,0.4,102,1,-2,24,98,-9,13
COc1cc(NC(=O)CSc2nnc3c(C)cc4cc(C)cc(C)c4n23)c(C(=O)O)cc1OC,99,30,25,0.3,106,3,0,12,100,-20,12
O=C1C2C(c3ccccc3)=NN(c3ccccc3)C2C(=O)N1c1ccccc1 (stereo not given),98,-2,1,2.1,98,11,-5,6,99,-35,15
